RTF Ca sens act: cardiac RTF calcium sensitization | activation, % at 7.2 µM | IANBD-labeled TnC RTF fluorescence at EC20 calcium; 0% EC20 calcium, 100% full calcium | hit rate 0.24% among 340,000;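 active = activation above the mean over all tested compounds plus 3 SD, cut at about 30% in these data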;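 note: rise in fluorescence read as greater calcium sensitivity of cardiac thin filaments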
Pemphigus Ab inh: blocks pemphigus antibody binding to human desmoglein-3 | P32926 | DSG3-coupled beads, scFv-anti-DSG3-GFP binding, flow cytometry; hits give low values | binding (percent of control), % at 10 µM | hit rate 0.48% among 310,000;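 active = binding more than 3 SD below its plate's average and above zero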;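 note: hits lower antibody fragment binding to DSG3; some compounds called inactive have numbers as strong as hits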
MOR-DOR ag: OPRM1-OPRD1 heterodimerization agonism; P35372+P41143; cells, luminescence; activation, % at 9.3 µM; hit rate 0.3% among 340,000; AID 504326; in the data active = activation above about 18%;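 note: 0% = vehicle-treated cells and 100% = reference agonist; values of inactives mirror those of a sister screen read the other way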
Cardiac RTF inh: cardiac RTF calcium desensitization | P19429+P45379 | IANBD-labeled cardiac RTF, Ca2+ fluorescence | inhibition, % at 7.15 µM | hit rate 0.12% among 340,000 | AID 493244;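 active = inhibition above the mean inhibition of all tested compounds plus 3 SD, cut at about 17% in these data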;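 note: assay run at fixed EC70 calcium of 1.6 mM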
Keap1-Nrf2 PPI: Keap1-Nrf2 (human) interaction inhibition | inhibition, % at 9.4 µM | Q14145 | hit rate 0.15% among 340,000 | Keap1 Kelch-Nrf2 peptide fluorescence polarization, 1536-well; in the data active = inhibition above about 12%;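 note: human Keap1 Kelch domain with fluorescein labeled Nrf2 9mer peptide probe; 0% = neutral control wells and 100% = peptide positive control; higher means more block of Keap1 binding to Nrf2 peptide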
Target sequence (Q14145 whole entry, looked up, the tested form may be a part): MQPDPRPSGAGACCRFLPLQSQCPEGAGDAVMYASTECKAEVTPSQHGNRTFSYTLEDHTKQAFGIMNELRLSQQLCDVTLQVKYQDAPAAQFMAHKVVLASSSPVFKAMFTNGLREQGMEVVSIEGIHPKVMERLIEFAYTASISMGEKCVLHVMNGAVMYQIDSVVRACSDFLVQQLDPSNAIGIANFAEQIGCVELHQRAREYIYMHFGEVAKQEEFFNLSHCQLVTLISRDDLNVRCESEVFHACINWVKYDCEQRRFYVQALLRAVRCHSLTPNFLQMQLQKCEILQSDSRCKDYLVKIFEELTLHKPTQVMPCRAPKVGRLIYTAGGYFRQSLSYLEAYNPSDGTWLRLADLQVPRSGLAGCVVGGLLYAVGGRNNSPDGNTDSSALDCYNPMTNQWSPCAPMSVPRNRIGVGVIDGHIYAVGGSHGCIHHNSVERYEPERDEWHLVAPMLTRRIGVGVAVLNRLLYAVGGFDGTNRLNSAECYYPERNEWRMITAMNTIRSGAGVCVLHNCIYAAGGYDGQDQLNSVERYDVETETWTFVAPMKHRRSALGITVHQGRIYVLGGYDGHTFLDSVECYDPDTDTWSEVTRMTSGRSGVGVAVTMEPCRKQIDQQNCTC
Arr AP2 block: blocks beta-arrestin peptide binding to AP2 adaptin. FITC-arrestin peptide / GST-AP2 beads, flow cytometry; AP2 beta2 appendage carries R879A mutation. inhibition, % at 10 µM. hit rate 0.31% among 340,000;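 active = inhibition above a set limit, near 3 SD of compounds lacking own fluorescence, cut at about 54% in these data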;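 note: plate controls were DMSO wells for no effect and 5 µM unlabelled arrestin peptide for full effect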
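test system = AP2 appendage R879A on GSH beads | buffer or medium = PBS plus Tween 20 (0.05%) and BSA (0.1%) | incubation = 12 min plus 1 h, RT | detection = bead flow cytometry, FITC channel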
MOR-DOR inv ag: inverse agonist of human OPRM1-OPRD1 heterodimerization; P35372+P41143; cell-based MOR-DOR heterodimer luminescence, inverse agonism; inhibition, % at 9.3 µM; hit rate 0.21% among 340,000; AID 504357; in the data active = inhibition above about 22%, passing the limit was not always enough;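 note: 0% = cells with DMSO and 100% = wells without cells with DMSO; values of inactives mirror those of a sister screen read the other way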
V-ATPase pH: alters yeast V-ATPase proton transport | S. cerevisiae, pHLuorin cytosolic pH fluorescence | response, % at 10 µM | hit rate 0.37% among 350,000 | AID 504577; in the data active = response mostly above about 7.3%, no sharp cut-off; inactive = mostly below about 5.4%; note: actives read high; inactives centre near 0; some compounds called inactive have numbers as strong as hits; reference of the scale not given here
Wnt act: activators of Wnt/beta-catenin signaling. Wnt/beta-catenin reporter cell assay, activator, plate reader. activation, % at 9.35 µM. hit rate 1.2% among 300,000; in the data active = activation above about 30%, passing the limit was not always enough;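 note: 0% = neutral control wells and 100% = positive control wells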
LANA DNA inh: inhibitors of KSHV LANA C-terminal domain DNA binding. AID 504423. MBP-C-LANA/FAM-LBS DNA binding, fluorescence polarization. inhibition, % at 9 µM. hit rate 0.078% among 340,000;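 active = highest replicate inhibition at or above 60% at 9 µM, even if other replicates fall short; inactive = all replicates below 60% inhibition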;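 note: 0% = neutral control wells and 100% = 4 µM acridine orange control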
Starred values were filed as active, the others as inactive; / = not tested or not shown.

molecule	RTF Ca sens act	Pemphigus Ab inh	MOR-DOR ag	Cardiac RTF inh	Keap1-Nrf2 PPI	Arr AP2 block	MOR-DOR inv ag	V-ATPase pH	Wnt act	LANA DNA inh
Cn1cc(Cl)c(C(=O)OCC(=O)Nc2nc(-c3ccc(Br)cc3)cs2)n1	-3	97	2.3	3	-1	20	-14	-3	26	2.2
c1ccc(-c2nnnn2-c2ccccn2)cc1	2	93	-2.8	-3	5	-14	14	5	2	2.0
COc1ccccc1N(CC(=O)NC1CCCCC1)C(=O)CCC(=O)Nc1nccs1	6	106	-1.0	6	1	16	7	-3	-2	-0.4
Cc1ccc(OCC(=O)N2c3ccccc3CC2C)c([N+](=O)[O-])n1 (centres undefined)	5	102	-2.6	7	-8	20	14	-1	-1	-0.8
COc1ccc(Cc2nnc(Nc3ccc(C)cc3)o2)cc1OC	-1	110	-2.0	-4	0	40	10	0	-4	-4.8
Cc1ccc(C(=O)CSc2ccc(-c3ccncc3)nn2)cc1	-1	80	0.2	-11	4	5	-1	0	0	3.8
O=C(Nc1nnc(-c2cccs2)o1)c1ccc(S(=O)(=O)N2CCOCC2)cc1	-3	102	-2.9	-3	2	9	14	3	-5	4.2
NC(=O)C1=C[C@@H](C2CCCCC2)C[C@@H](OCc2ccc(CO)cc2)O1	-2	97	-2.4	-7	3	-11	11	-1	-1	2.0
O=C(CCC1CCCN(C(=O)C2CCCC2)C1)NCc1ccc(F)c(F)c1 (centres undefined)	-3	99	-2.7	-7	-1	6	15	0	-1	0.1
N/C(=N\NC(=O)c1sccc1OCc1ccc(Cl)cc1Cl)c1ccccn1	11	75	-1.1	-9	0	-12	6	1	0	0.3
CCOC(=O)C1CCN(C(C)=C2C(=O)c3ccccc3C2=O)CC1	-8	87	1.7	-16	2	34	-8	-2	/	-0.3
COc1ccccc1CNC(=O)CCC(=O)N1CCOc2ccc(Cl)cc21	6	102	-0.1	-12	-2	7	1	7	-1	-0.3
Cc1cnc(C(=O)OCc2cc(=O)n3c(C)cccc3n2)cn1	4	/	-4.4	-3	-4	-15	21	-3	-2	0.5
COCCCNC(=S)NNC(=O)c1cccnc1	1	96	-1.0	-11	0	-1	5	1	-5	0.6
S=C(Nc1ccccc1)N1CCCN1c1ccccc1	-3	107	-0.5	-10	6	5	3	-2	1	-5.1
Cc1ccc(-c2c(C)sc3ncn(CC(=O)N4CCOCC4)c(=O)c23)cc1C	1	103	-1.3	2	-6	0	7	-1	0	1.5
Cc1ccccc1NS(=O)(=O)c1ccc(C(=O)NCC(C)(C)N2CCOCC2)cc1	-1	96	1.0	-15	-3	2	-6	2	-6	-0.5
CCc1ccc(Nc2oc(C)cc(=O)c2C(C)=O)cc1	5	90	-1.3	-5	-6	-2	8	1	3	1.5
CCOc1ccc(C2NC(=O)C(C#N)=C(S)N2c2ccc(C)cc2)cc1OC (centres undefined)	-7	102	-2.2	-15	1	-4	13	-3	28	1.3
CCN1CCN(C(CNS(=O)(=O)c2ccc(Cl)cc2)c2cccnc2)CC1 (centres undefined)	-5	108	-3.6	-2	-3	-2	20	6	-1	0.6
O=C(CSc1nnc(NC(=O)c2c(F)cccc2F)s1)NC1CCCCC1	-6	107	-1.2	-10	0	9	6	4	-3	0.8
CCc1ccc(NC(=O)CCC(=O)Nc2nnc(C(F)(F)F)s2)cc1	-3	99	-2.9	1	-2	-7	16	6	-1	1.0
Cc1nc(NCCO)c2nnn(Cc3ccccc3F)c2n1	6	102	-1.1	-1	-1	6	6	-1	/	1.1
Cc1cc(C)cc(NC(=O)COC(=O)[C@@H](NC(=O)c2ccco2)C(C)C)c1	9	109	-0.4	-13	-5	-4	2	-4	-8	-0.3
CSC1=NSC2=NC(=O)/C(=C\c3cccs3)C(=N)N12	6	98	-4.8	3	0	0	25	-2	25	1.4

Given with each value named: part of the list above
O=C(CCC1CCCN(C(=O)C2CCCC2)C1)NCc1ccc(F)c(F)c1 (centres undefined)
  RTF Ca sens act: -3
  Pemphigus Ab inh: 99
  MOR-DOR ag: -2.7
  Cardiac RTF inh: -7
  Keap1-Nrf2 PPI: -1
  Arr AP2 block: 6
  MOR-DOR inv ag: 15
  V-ATPase pH: 0
  Wnt act: -1
  LANA DNA inh: 0.1

Cn1cc(Cl)c(C(=O)OCC(=O)Nc2nc(-c3ccc(Br)cc3)cs2)n1
  RTF Ca sens act: -3
  Pemphigus Ab inh: 97
  MOR-DOR ag: 2.3
  Cardiac RTF inh: 3
  Keap1-Nrf2 PPI: -1
  Arr AP2 block: 20
  MOR-DOR inv ag: -14
  V-ATPase pH: -3
  Wnt act: 26
  LANA DNA inh: 2.2

CCOc1ccc(C2NC(=O)C(C#N)=C(S)N2c2ccc(C)cc2)cc1OC (centres undefined)
  RTF Ca sens act: -7
  Pemphigus Ab inh: 102
  MOR-DOR ag: -2.2
  Cardiac RTF inh: -15
  Keap1-Nrf2 PPI: 1
  Arr AP2 block: -4
  MOR-DOR inv ag: 13
  V-ATPase pH: -3
  Wnt act: 28
  LANA DNA inh: 1.3

Following part:
molecule	RTF Ca sens act	Pemphigus Ab inh	MOR-DOR ag	Cardiac RTF inh	Keap1-Nrf2 PPI	Arr AP2 block	MOR-DOR inv ag	V-ATPase pH	Wnt act	LANA DNA inh
Cc1ccc(C(=O)c2cnc3cc4c(cc3c2S(=O)(=O)c2ccccc2)OCCO4)cc1	0	96	2.1	-5	-3	1	-11	0	1	-0.1
COc1ccc(N2CCN(C(=O)c3ccc(NS(=O)(=O)c4ccccc4)cc3)CC2)cc1	-1	109	0.1	-8	4	-8	-1	-1	/	0.8
Cc1ccc(S(=O)(=O)NNC(=O)/C=C/c2cccc(F)c2)cc1	1	107	-2.9	-10	-3	-12	15	5	3	0.2
CN(C)CCCNC(=O)C1CCNCC1	9	103	-1.8	2	-2	-5	11	0	11	-0.3
[O-]/C(=C(\C(=S)Nc1cccc2ccccc12)[n+]1cccc(CO)c1)c1ccc(Cl)s1	4	92	2.7	-7	-1	-1	-14	2	1	-0.9
COc1ccc(C(=O)N2CCCC(Nc3ccc(F)cc3)C2)cc1F (centres undefined)	-8	101	-3.2	-1	-1	27	17	-4	0	0.2
O=C(COC(=O)CCSc1ccccc1Cl)NCc1ccco1	0	112	-1.0	5	-2	-9	5	-3	-1	-0.8
CCOC(=O)N1CCN(C(=O)C2CCCCC2)CC1	-4	104	-2.5	-14	1	-4	14	-1	2	-0.4
CCOc1cc2c3c(c1)C1(Nc4ccccc4S1)C(=O)N3C(C)(C)CC2C (centres undefined)	-4	107	9.2	-3	3	-8	-49	1	/	-1.6
O=C(Cc1ccc2c(c1)CCCC2)Nc1ccccc1Cl	-3	95	8.2	-4	0	11	-49	5	4	-0.4
O=C(C[C@@H]1C/C=C/CC[C@H](Cc2ccc(F)cc2)C(=O)OCCNC1=O)N[C@H](CO)Cc1ccccc1	0	107	-1.9	-9	5	-12	9	0	-1	-1.4
NC(=O)c1cc(Br)cc2c3c([nH]c12)CCCC3	-15	116	7.7	14	3	6	-46	1	-4	1.5
Cc1ccc(S(=O)(=O)NNC2=NCCCCC2)cc1	-10	97	-2.5	1	1	-21	13	-1	0	0.8
COC(=O)c1sccc1NC(=O)CSc1nnnn1-c1ccccc1F	2	98	-3.2	-2	-2	0	16	3	/	-0.1
C=CC[C@@H](CC(=O)NCCO)C(=O)NC[C@@H](OC(=O)[C@H](CC=C)CC(=O)OC(C)(C)C)c1ccccc1	-3	101	-1.5	5	-1	1	8	1	-3	1.2
COCCCNC(=S)NNC(=O)c1ccc(S(=O)(=O)N2CCC(C)CC2)cc1	-2	76	-4.2	-3	-5	-3	21	0	-1	-2.1
S=C1NC[C@H](Cc2ccccc2)N1CCc1cccc2ccccc12	3	105	4.4	-5	-1	-2	-24	1	-1	0.2
O=C(CSc1nnc(-c2ccccc2Cl)o1)Nc1ccc2c(c1)OCCO2	6	102	-1.3	-6	-2	-3	6	-2	/	-0.5
O=C(O)COc1ccc(S(=O)(=O)N2CCCC2)cc1	-2	113	-0.1	-3	2	-9	0	4	3	2.7
CCCn1c(N)c(C(=O)CSc2nnc3n2CCCCC3)c(=O)n(C)c1=O	-3	103	-4.3	-6	2	-8	17	6	-1	1.2
CCCCc1c(O)nc(SCC(=O)N2CCOCC2)n(-c2ccccc2OC)c1=O	-3	99	-2.2	-4	-4	0	12	1	-5	-1.0
Cn1ncc(Cl)c1C(=O)Nc1cccnc1	7	107	-1.5	3	-9	3	8	3	/	-1.5
Cc1nnc(NC(=O)CSc2nnc(CNC(=O)c3ccccc3)n2-c2ccccc2)s1	4	88	-2.2	-10	-1	-2	13	4	-3	0.0
Fc1cccc2ncnc(OCc3ccccc3)c12	0	86	0.2	8	4	1	-1	0	0	-0.2
COc1cc(/C=C/C(=O)c2ccc3c(c2)OCO3)cc(OC)c1OC	0	/	-5.9	-8	-3	-7	22	1	/	-1.5
C/C=C/Cn1c(N2CCCCCC2)nc2c1c(=O)[nH]c(=O)n2C	-8	105	0.4	-4	1	8	-2	-2	0	-2.6
COc1ccc(C2CC(c3ccccc3)=NN2C(=O)c2ccc(Cl)c([N+](=O)[O-])c2)cc1 (centres undefined)	-2	130	1.6	15	3	-1	-9	-2	/	-3.3
C=CCOCCN(C)C1=NS(=O)(=O)c2ccccc21	0	106	-0.1	1	-3	-1	1	0	-1	0.9
Cc1cccc(NC(=O)c2cccc(N3C(=O)C4C5CCC(C5)C4C3=O)c2)c1C (centres undefined)	-1	100	-0.1	-9	-2	0	0	-5	/	0.5
NS(=O)(=O)c1ccc(NC(=S)N2CCC(O)CC2)cc1	7	110	-0.1	-18	-2	3	1	0	0	-0.8
Oc1cccc(C(O)CNCc2ccc(-c3ccccc3)cc2)c1 (centres undefined)	1	103	0.3	-3	-4	6	-1	1	-1	-0.8
O=C(CN1C(=O)COc2ccccc2C1=O)c1ccc2c(c1)OCCO2	4	100	-2.9	4	7	2	15	2	0	1.5
CCOC(=O)C1(Cc2ccccc2)CCCN(C2CCN(C(C)=O)CC2)C1 (centres undefined)	-2	144	-3.6	-13	-2	-12	17	-1	1	1.3
CC1CCN(CC(=O)NCCc2ccc(F)cc2)CC1	7	103	-1.2	1	-4	-4	6	-3	0	-1.0
O=C(Nc1ccc(N2CCN(C(=O)c3ccco3)CC2)c(Cl)c1)c1c(F)c(F)c(F)c(F)c1F	0	74	0.2	-8	3	2	-1	7	-14	-1.5
CC1CCCC(NC(=O)c2cccc(S(=O)(=O)N3CCN(c4ccccc4)CC3)c2)C1C (centres undefined)	-7	101	0.2	-6	-3	-5	-1	1	-5	1.0
O=C(Cn1c(=O)[nH]c2ccsc2c1=O)NC1CCCCC1	-2	104	2.9	-10	-3	-1	-14	2	/	-0.9
Cc1nc(SCC(=O)N2CCOCC2)c2c3c(sc2n1)CCC3	7	119	0.5	-5	3	-10	-2	0	-5	-1.7
COc1ccc(N2C(=O)C3CCCN3C2c2ccc(C)o2)cc1Cl (centres undefined)	1	/	-2.4	-15	0	13	12	-4	-1	0.2
CC(C)Sc1nc2ncnc(N)c2[nH]1	-1	107	-2.7	2	1	-6	14	-2	-1	-0.8
O=C(Cc1ccccc1)N1CCNCC1	3	101	-0.5	-9	-4	3	3	1	-1	0.4
C=CCN(CC=C)CCOc1ccccc1[N+](=O)[O-]	1	104	-2.0	-7	-7	4	9	-1	-2	2.4

Rows are unselected (roughly 3.1% active in at least one column).
